Screening results: PubChem, several laboratories
GalR3 antagonist: human GalR3 antagonism; HEK293 GalR3-CNG cAMP membrane potential fluorescence; galR3 body fused to GalR1 C-terminus; inhibition, % at 3 µM; 0.44% of 360,000 active; AID 651719;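 active = inhibition above the screen-wide average plus 3 SD, cut at about 13% in these data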;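 also: forskolin and galanin both at EC90 stimulate the cells; cAMP rise reported by CNG channel membrane potential dye signal; 0% = forskolin plus galanin with DMSO and 100% = forskolin alone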
Target sequence (O60755 1-299 limits assumed): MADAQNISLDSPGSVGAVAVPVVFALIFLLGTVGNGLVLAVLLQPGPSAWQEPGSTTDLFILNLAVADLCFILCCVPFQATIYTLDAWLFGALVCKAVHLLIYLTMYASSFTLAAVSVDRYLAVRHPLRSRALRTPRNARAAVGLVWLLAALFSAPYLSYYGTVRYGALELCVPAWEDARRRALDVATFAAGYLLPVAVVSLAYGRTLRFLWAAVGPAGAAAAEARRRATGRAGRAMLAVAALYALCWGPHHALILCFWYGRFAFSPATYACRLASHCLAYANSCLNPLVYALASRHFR
V1aR counter: activates human V1a receptor in oxytocin agonist counter-screen; 0.25% of 320,000 active; AID 2797; CHO-V1R cells, Fluo-8 calcium fluorescence, agonist mode; 0% DMSO, 100% 3 nM vasopressin; P37288; activation, % at 3 µM;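 active = activation above the mean activation of all tested compounds plus 3 SD, per screening run, cut at about 20% in these data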;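 also: signal is peak over basal fluorescence ratio across a 100 second FLIPR read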
Target sequence (P37288 whole entry, looked up): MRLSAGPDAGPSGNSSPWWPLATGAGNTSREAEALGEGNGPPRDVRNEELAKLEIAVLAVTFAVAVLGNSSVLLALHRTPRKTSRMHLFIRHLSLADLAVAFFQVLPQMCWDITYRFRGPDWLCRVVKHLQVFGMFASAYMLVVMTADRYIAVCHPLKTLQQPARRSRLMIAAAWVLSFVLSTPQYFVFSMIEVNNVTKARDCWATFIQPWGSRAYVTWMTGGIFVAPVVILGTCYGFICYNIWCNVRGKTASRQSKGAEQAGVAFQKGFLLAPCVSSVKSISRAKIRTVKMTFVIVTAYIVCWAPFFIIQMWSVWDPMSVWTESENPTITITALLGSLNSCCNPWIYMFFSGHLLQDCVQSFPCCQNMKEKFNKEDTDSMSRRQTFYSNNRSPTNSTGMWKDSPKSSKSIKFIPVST
MEKK2 mut-MEK5: signal of MEK5 binding to mutant human MEKK2 PB1 domain. percent response, % at 10 µM. 0.35% of 290,000 active. bead flow cytometry, Alexa488-MEK5 binding to MEKK2 mutant. AID 1530; in the data active = percent response above about 24%, passing the limit was not always enough; also: inactives centre near 1; some results filed as inactive read as strong as hits; reference of the scale not given here
OXTR potentiate: potentiates the human oxytocin receptor response. P30559. CHO-OTR cells, Fluo-8 calcium fluorescence, potentiator mode; 0% = oxytocin EC15, 100% = EC100. activation, % at 3 µM. 0.061% of 320,000 active. AID 2445;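 active = activation above that plate's cutoff, the mean activation of tested compounds plus 3 SD, cut at about 6.6% in these data, passing the limit was not always enough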;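 also: 100% uses oxytocin at 75 nM as the full agonist control; some results filed as inactive read as strong as hits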
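Assay system: CHO-OTR cells, human receptor / Also added: oxytocin at about EC15, sub-maximal agonist stimulus / Dosing: single dose, 3.0 µM nominal final compound concentration / Incubation: 6 min pre-incubation, 100 s read / Technique: Fluo-8 calcium dye fluorescence / Read-out: % activation vs EC15 and EC100 oxytocin / Benchmarks: EC15 oxytocin low, 75 nM oxytocin high / Replicates: singlicate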
GPR7 antagonist: blocks human GPR7 receptor signaling; P48145; GPR7-expressing cells, fluorescence antagonist assay; inhibition, % at 4.4 µM; 1.1% of 290,000 active; in the data active = inhibition above about 16%, passing the limit was not always enough;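 also: cells stimulated with the agonist NPW; 0% = agonist with vehicle and 100% = vehicle without agonist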
Target sequence (P48145 whole entry, looked up): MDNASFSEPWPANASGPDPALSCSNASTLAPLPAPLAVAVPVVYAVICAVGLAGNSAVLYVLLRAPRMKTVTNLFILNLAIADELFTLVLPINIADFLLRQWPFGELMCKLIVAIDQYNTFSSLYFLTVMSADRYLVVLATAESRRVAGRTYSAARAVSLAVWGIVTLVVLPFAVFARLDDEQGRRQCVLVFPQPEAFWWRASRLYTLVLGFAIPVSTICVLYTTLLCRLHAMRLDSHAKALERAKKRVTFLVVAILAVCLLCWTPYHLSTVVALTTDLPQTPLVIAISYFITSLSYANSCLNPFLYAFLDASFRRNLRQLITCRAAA
OXTR ag: activates the human oxytocin receptor; P30559; CHO-OTR cells, Fluo-8 calcium fluorescence; normalized: DMSO 0%, oxytocin 100%; activation, % at 3 µM; 0.32% of 320,000 active;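 active = activation above the mean of all tested compounds plus 3 SD, cutoff set per screening run, cut at about 20% in these data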;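 also: peak over basal fluorescence ratio from a 100 s FLIPR kinetic read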
NALP1 inh: blocks the NALP1 inflammasome reconstituted in yeast. S. cerevisiae NALP1/ASC/caspase-1 growth, X-gal OD620, 72 h. inhibition, % at 10 µM. 0.61% of 280,000 active. AID 2071; in the data active = inhibition mostly above about 24%, no sharp cut-off; inactive = mostly below about 32%; also: some compounds called inactive have numbers as strong as hits
M18AAP inhibitor: blocks P. falciparum M18 aspartyl aminopeptidase; recombinant PfM18AAP, H-Glu-NHMec fluorogenic cleavage; AID 1822; 1.2% of 290,000 active; inhibition, % at 7.35 µM;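 active = inhibition above the campaign mean inhibition over all tested compounds plus 3 SD, cut at about 28% in these data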;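 also: 0% = plate median of test compound wells and 100% = 2 mM ZnCl2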
MEKK2 WT-MEK5: raises or lowers MEK5 binding to wildtype human MEKK2 PB1 domain | Q9Y2U5 | binding response (% of control), % at 10 µM | bead flow cytometry, Alexa488-MEK5 binding to MEKK2 WT; actives lie on both sides | 1.1% of 290,000 active | AID 1531; in the data active = binding response below about 67% or above about 130%
Numbers without * were called inactive; . = no result given.

#	canonical_smiles	MEKK2 mut-MEK5	M18AAP inhibitor	OXTR potentiate	V1aR counter	GPR7 antagonist
1	COC(=O)C(CC(=O)c1ccc(Cl)cc1)c1ccc(C(C)C)cc1 (configuration not stated)	5	0	-17	1.1	-16
2	O=C(Nc1ccc(F)cc1)Nc1ccccc1N1CCCCC1	-7	0	-13	1.9	-16
3	O=C(CC(c1ccccc1)c1ccco1)N1CCCCC1 (configuration not stated)	2	-5	3	0.1	-7
4	CNC(=S)Nc1cccc([N+](=O)[O-])c1	0	3	-1	0.3	-4
5	COc1ccc(C(=O)NCCCNC(=O)c2ccccn2)cc1	5	-8	-6	0.5	-11
6	COc1cccc(/C=C/C(=O)NNC(=O)c2cc(C)oc2C)c1	.	.	-5	0.9	.
7	Cc1c(NC(=S)N/C(=N/S(=O)(=O)c2ccccc2)c2ccccc2)c(=O)n(-c2ccccc2)n1C	0	5	2	1.5	-5
8	Cc1ccc(S(=O)(=O)NC23CC4CC(CC(C4)C2)C3)cc1	.	.	-11	-1.4	.
9	O=C(CCN1C(=O)c2ccccc2C1=O)N1CCOCC1	4	2	-3	0.3	-6
10	CCCOc1cccc(C(=O)Nc2cc(NC(=O)c3ccco3)ccc2OC)c1	0	1	-14	-0.2	-11
11	O=C(Nc1ccccc1)C1=C[C@@H](C2CC2)C[C@@H](OCc2ccc(CO)cc2)O1	-16	-6	-5	-0.9	12
12	COc1ccc(C)cc1NC(=O)C1CCN(S(=O)(=O)c2cccc3nonc23)CC1	0	0	-8	3.2	-5

#	GalR3 antagonist	NALP1 inh	OXTR ag	MEKK2 WT-MEK5
1	0	40	-1.1	109
2	-1	-10	-2.3	101
3	.	-2	-2.1	103
4	-5	-5	1.0	101
5	-1	10	-0.6	110
6	-4	.	2.2	.
7	-8	.	0.3	100
8	-3	.	-2.3	.
9	-5	5	-0.8	106
10	-5	9	-2.2	103
11	-5	16	-0.8	72
12	-8	20	3.5	97

(further entries)
#	canonical_smiles	MEKK2 mut-MEK5	M18AAP inhibitor	OXTR potentiate	V1aR counter	GPR7 antagonist
13	CN(CC(=O)N1CCOCC1)C(=O)CSc1nc2ccccc2s1	-3	7	-7	7.5	-2
14	O=C(C1CCN(S(=O)(=O)N2CCC3(CC2)OCCO3)CC1)N1CCOCC1	2	6	2	5.7	1
15	C[C@H](CO)N1C[C@H](C)[C@@H](CN(C)C(=O)Nc2ccc3c(c2)OCO3)Oc2c(NC(=O)Cc3ccccc3)cccc2C1=O	.	.	-4	0.3	.
16	O=C(O)c1cc(-c2ccc(Cl)cc2)n(-c2cccc(Cl)c2)n1	-2	-3	-4	0.2	-9
17	COc1ccc(CCn2c(C(C)C)nc3oc4ccccc4c(=O)c3c2=O)cc1	19	-4	1	-1.2	-12
18	CCOC(=O)CSc1nnc(-c2c[nH]c3ccccc23)o1	9	10	.	.	-9
19	O=C(NC1CCCCCC1)c1ccc(N2CCCC2=O)cc1	0	-3	-3	1.7	-3
20	CCc1ccc(CCC(=O)Nc2ccccc2C(=O)O)o1	-11	-79	-3	0.1	-2
21	COc1ccc(Cl)cc1N1C(=NC(=O)C2CCCCC2)SC2CS(=O)(=O)CC21 (configuration not stated)	-3	4	0	5.3	10
22	CC(C)c1cc(-c2n[nH]c(=S)n2Cc2ccccc2)cs1	3	-10	-3	-1.3	-12
23	Oc1ccc2ccccc2c1CN1CCOCC1	0	3	-1	0.0	-12
24	O=C1C2C3C=CC(C3)C2C(=O)N1c1ccccc1OS(=O)(=O)c1ccccc1 (configuration not stated)	-2	-11	-8	1.5	-11

#	GalR3 antagonist	NALP1 inh	OXTR ag	MEKK2 WT-MEK5
13	-2	25	0.6	102
14	5	0	1.6	101
15	-9	.	0.6	.
16	-9	10	-0.1	97
17	-3	-21	-2.3	104
18	-10	12	.	110
19	-3	18	1.4	111
20	3	-1	-1.1	90
21	-7	22	2.6	101
22	-6	12	-1.6	102
23	0	20	-0.4	98
24	-9	22	0.7	106

Single records, from the list above. Values in the order: MEKK2 mut-MEK5 | M18AAP inhibitor | OXTR potentiate | V1aR counter | GPR7 antagonist | GalR3 antagonist | NALP1 inh | OXTR ag | MEKK2 WT-MEK5
Oc1ccc2ccccc2c1CN1CCOCC1 is entered as 0 | 3 | -1 | 0.0 | -12 | 0 | 20 | -0.4 | 98
O=C(C1CCN(S(=O)(=O)N2CCC3(CC2)OCCO3)CC1)N1CCOCC1 is entered as 2 | 6 | 2 | 5.7 | 1 | 5 | 0 | 1.6 | 101

Later entries:
#	canonical_smiles	MEKK2 mut-MEK5	M18AAP inhibitor	OXTR potentiate	V1aR counter	GPR7 antagonist
25	CC(Sc1n[nH]c(-c2ccccc2)n1)C(=O)c1c(N)n(C)c(=O)n(C)c1=O (configuration not stated)	.	.	-2	-0.4	.
26	COc1ccc(O)c(/C=C(\C#N)C(=O)Nc2cccnc2)c1	31	2	-3	0.6	-4
27	c1ccc(N(c2ccccc2)c2nc(-n3ccnc3)nc(-n3ccnc3)n2)cc1	2	3	-10	-0.4	13
28	COc1ccc(NC(=O)Cn2cnc3sc(C)c(S(=O)(=O)N4CCOCC4)c3c2=O)cc1Cl	2	4	-10	-0.4	-3
29	CCOc1ccc(C(=O)CCC(=O)N2CCN(c3ccccc3O)CC2)cc1	.	.	-1	-0.6	.
30	CCCCN(C(=O)c1cc(=O)[nH]c2ccccc12)c1c(N)n(CCC)c(=O)[nH]c1=O	8	1	-2	-0.7	-12
31	O=S(=O)(c1ccccc1)N1N=C(c2cccs2)CC1c1ccc(F)cc1 (configuration not stated)	3	-3	-12	-0.1	-3
32	Cc1cccc(NS(=O)(=O)c2ccc(NC(=O)CN(c3cc([N+](=O)[O-])ccc3C)S(C)(=O)=O)cc2)c1	-1	-7	-1	1.6	66*
33	Cc1cc(F)ccc1S(=O)(=O)Nc1ccc(O)c(Sc2ncn[nH]2)c1	-3	52*	2	0.8	-9
34	CCC1CCCCN1C(=O)c1ccc2nc(Cc3ccc(OC)cc3)oc2c1 (configuration not stated)	1	0	-5	3.8	-2
35	C/C(=C\c1ccccc1)CN(C)CCN(C)C	2	-1	.	.	-4
36	COCCCNC(=O)c1c(F)c(F)c(F)c(F)c1F	4	-2	-4	0.3	0

#	GalR3 antagonist	NALP1 inh	OXTR ag	MEKK2 WT-MEK5
25	0	.	-0.2	.
26	1	18	0.0	128
27	-7	1	-0.5	100
28	-7	-2	-0.5	101
29	-3	.	-0.7	.
30	.	-14	0.2	108
31	-5	4	-0.2	106
32	-1	26	0.5	100
33	-7	13	0.4	102
34	-9	14	1.9	98
35	.	16	.	99
36	-3	-24	-0.2	104

Next part
#	canonical_smiles	MEKK2 mut-MEK5	M18AAP inhibitor	OXTR potentiate	V1aR counter	GPR7 antagonist
37	CCOC(=O)c1c(NC(=O)/C=C\C(=O)O)sc(C)c1-c1ccccc1	-1	0	1	-0.2	-4
38	O=C(Nc1ccc(Cl)cc1)Nc1ccccc1NS(=O)(=O)c1cccs1	-3	5	-17	13	-13
39	CCCCC(c1nnnn1CS(=O)(=O)c1ccc(C)cc1)N1CCC(C(N)=O)CC1 (configuration not stated)	2	-2	.	.	-11
40	O=C(N/N=C/c1c(O)n(Cc2ccco2)c(=O)[nH]c1=O)c1ccccc1	-28	8	-5	0.6	1
41	CN(Cc1ccc(Cl)cc1)C(=O)CNC(=O)C12CC3CC(CC(C3)C1)C2	.	.	-7	0.5	.
42	O=C1CC(c2ccc(S(=O)(=O)NCc3ccncc3)cc2)CN1 (configuration not stated)	-7	-4	-6	0.6	-16
43	COCCCNC(=O)c1c[nH]c2ccc(S(=O)(=O)N(C)c3ccccc3C)cc2c1=O	3	3	-14	0.9	-6
44	O=C1/C(=C\c2ccco2)NC(=S)N1c1ccccc1	-5	12	-13	0.8	-9
45	COc1ccc(NC(=O)COC(=O)Cc2cccs2)cc1OC	.	.	-9	-0.4	.
46	CC1=CC(C)(C)N(C(=O)Nc2ccccc2)c2ccccc21	-15	-1	-6	0.1	-3
47	Cc1cc(NC(=O)CS(=O)(=O)c2cn(Cc3ccc(F)cc3)c3ccccc23)no1	7	3	-10	6.8	5
48	Oc1ccc2ccccc2c1CNc1cnc2ccccc2c1	1	-20	-5	3.5	-2

#	GalR3 antagonist	NALP1 inh	OXTR ag	MEKK2 WT-MEK5
37	-2	4	-1.3	90
38	-6	13	12	97
39	-11	15	.	102
40	1	.	-0.8	90
41	-4	.	-1.4	.
42	0	4	2.0	98
43	-9	-1	0.8	107
44	-1	8	0.4	85
45	-3	.	0.4	.
46	-6	1	-0.3	48
47	.	-6	7.0	104
48	3	20	8.5	99

New compounds follow
#	canonical_smiles	MEKK2 mut-MEK5	M18AAP inhibitor	OXTR potentiate	V1aR counter	GPR7 antagonist
49	Cc1ccc(NC(=O)C(C)c2ccc([N+](=O)[O-])cc2)cc1Cl (configuration not stated)	-6	-11	-8	9.2	40*
50	N/C(=N\OC(=O)c1ccco1)c1ccc(Cl)cc1	-7	2	-4	-0.2	-1
51	CCCCCCCCn1cc(C(C)=O)c(=O)[nH]c1=O	-2	-7	-9	1.0	4
52	COc1ccc(NS(=O)(=O)c2cccc(C(=O)NCC3(N(C)C)CCCCC3)c2)cc1	.	.	6	0.8	.
53	Cc1ccc(S(=O)(=O)NCC(=O)N2CCOCC2)cc1	13	-5	-2	-0.2	-1
54	O=C(N/N=C/c1ccco1)c1cc(C2CC2)nc2ccccc12	6	-8	6	0.9	-5
55	Fc1cccc(NC(=S)Nc2cccnc2)c1	3	0	-15	0.4	-19
56	CC(C)OCCCNC(=O)CNC(=O)c1ccc(Cl)c(Cl)c1	1	0	-10	-0.3	2
57	CCCCN(CC)CCCNC(=O)CC1Oc2ccccc2NC1=O (configuration not stated)	3	2	-4	-0.7	-4
58	N#Cc1c2c(c(NCCCN3CCOCC3)n3c1nc1ccccc13)CCC2	-4	-1	-12	-0.2	-9

#	GalR3 antagonist	NALP1 inh	OXTR ag	MEKK2 WT-MEK5
49	-3	35	4.7	109
50	-5	4	-0.4	91
51	-2	6	-0.5	100
52	-2	.	0.3	.
53	7	-6	0.1	107
54	-4	31	0.2	111
55	-8	4	1.5	102
56	-1	-25	0.1	103
57	-5	33	0.8	100
58	5	8	0.6	91

Some of the entries above, set out differently:
1: COC(=O)C(CC(=O)c1ccc(Cl)cc1)c1ccc(C(C)C)cc1 (configuration not stated)
2: O=C(Nc1ccc(F)cc1)Nc1ccccc1N1CCCCC1
3: O=C(CC(c1ccccc1)c1ccco1)N1CCCCC1 (configuration not stated)
4: CNC(=S)Nc1cccc([N+](=O)[O-])c1
5: COc1ccc(C(=O)NCCCNC(=O)c2ccccn2)cc1
6: COc1cccc(/C=C/C(=O)NNC(=O)c2cc(C)oc2C)c1
7: Cc1c(NC(=S)N/C(=N/S(=O)(=O)c2ccccc2)c2ccccc2)c(=O)n(-c2ccccc2)n1C
8: Cc1ccc(S(=O)(=O)NC23CC4CC(CC(C4)C2)C3)cc1

Screen / compound no.,1,2,3,4,5,6,7,8
MEKK2 mut-MEK5,5,-7,2,0,5,.,0,.
M18AAP inhibitor,0,0,-5,3,-8,.,5,.
OXTR potentiate,-17,-13,3,-1,-6,-5,2,-11
V1aR counter,1.1,1.9,0.1,0.3,0.5,0.9,1.5,-1.4
GPR7 antagonist,-16,-16,-7,-4,-11,.,-5,.
GalR3 antagonist,0,-1,.,-5,-1,-4,-8,-3
NALP1 inh,40,-10,-2,-5,10,.,.,.
OXTR ag,-1.1,-2.3,-2.1,1.0,-0.6,2.2,0.3,-2.3
MEKK2 WT-MEK5,109,101,103,101,110,.,100,.
